# Screening results as filed in PubChem.
# SR-BI DiI-HDL act = SR-BI HDL lipid transfer activation; CHO ldlA[mSR-BI] cells, DiI-HDL uptake fluorescence, 3 h; 100 = double the neutral-control signal; activation, % at 12.5 µM; AID 504775; 320,000 compounds, 0.096% hits;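 active means mean replicate activation of at least 60% and every replicate at or above 60%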;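 further: 0% = median plate neutral-control signal and 100% = twice that signal; values of inactives mirror those of a sister screen read the other way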
#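 System: CHO ldlA[mSR-BI] cells / Medium: HEPES-buffered (25 mM, pH 7.4) F12 plus 0.5% BSA / Probe or stimulus: labelled HDL, 10 µg/mL / Doses: single compound concentration, delivered by pin transfer / Schedule: 3 h, 37 °C / Measured by: DiI fluorescence, bottom read / Measure: cell-associated DiI fluorescence as measure of HDL uptake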
# SR-BI HDL uptake = mouse SR-BI HDL lipid transfer inhibition; inhibition, % at 12.5 µM; Q61009; ldlA[mSR-BI] CHO cells, DiI-HDL uptake fluorescence, 3 h; 320,000 compounds, 0.96% hits;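 active means mean replicate inhibition of at least 70% and a set share of replicates each scoring 70 or more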;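 further: 0% = median of neutral control wells and 100% = median of positive control wells; values of inactives mirror those of a sister screen read the other way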
# Arr AP2 block = blocks beta-arrestin peptide binding to AP2 adaptin | FITC-arrestin peptide / GST-AP2 beads, flow cytometry; AP2 beta2 appendage carries R879A mutation | inhibition, % at 10 µM | 340,000 compounds, 0.31% hits | AID 504490;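 active means inhibition above a set limit, near 3 SD of compounds lacking own fluorescence, cut at about 54% in these data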;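 further: plate controls were DMSO wells for no effect and 5 µM unlabelled arrestin peptide for full effect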
#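 Material – AP2 appendage R879A on GSH beads · Buffer or medium – PBS with 0.05% Tween 20 and 0.1% BSA · Probe or stimulus – fluorescein-tagged arrestin peptide at 50 nM final · Incubation – compound with beads 12 min RT, then probe 1 h RT · Detection – high-throughput flow cytometry of beads, ex 488, em 535 nm · Evaluation – percent response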
# NSD2 inh = NSD2 (human) methyltransferase inhibition | inhibition, % at 12.5 µM | NSD2 peptide methylation, AlphaScreen, 120 min | AID 743445 | 310,000 compounds, 0.54% hits; in the data active means inhibition above about 50%
# Cardiac RTF inh = cardiac RTF calcium desensitization; inhibition, % at 7.15 µM; P19429+P45379; 340,000 compounds, 0.12% hits; IANBD-labeled cardiac RTF, Ca2+ fluorescence;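 active means inhibition above the mean inhibition of all tested compounds plus 3 SD, cut at about 17% in these data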;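 further: assay run at fixed EC70 calcium of 1.6 mM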
# PvdQ acylase = blocks Pseudomonas aeruginosa PvdQ acylase activity; purified PvdQ acylase, fluorescence plate reader; inhibition, % at 10 µM; 340,000 compounds, 0.063% hits; AID 488965; in the data active means inhibition above about 30%, passing the limit was not always enough;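 further: 0% = vehicle neutral wells and 100% = reference inhibitor wells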
# C-LANA FP = inhibitors of KSHV LANA C-terminal domain DNA binding | 340,000 compounds, 0.078% hits | MBP-C-LANA/FAM-LBS DNA binding, fluorescence polarization | inhibition, % at 9 µM;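 active means highest replicate inhibition at or above 60% at 9 µM, even if other replicates fall short; inactive means all replicates below 60% inhibition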;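 further: 0% = neutral control wells and 100% = 4 µM acridine orange control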
# DAGLB inh = diacylglycerol lipase beta (human) inhibition. HEK293T DAGLB membrane lysate, EnzChek fluorogenic substrate. inhibition, % at 5.17 µM. Q8NCG7. 340,000 compounds, 0.059% hits; in the data active means inhibition above about 34%;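 further: 0% = enzyme with vehicle and 100% = wells lacking enzyme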
# Keap1 Nrf2 FP = Keap1-Nrf2 (human) interaction inhibition; 340,000 compounds, 0.15% hits; Q14145; inhibition, % at 9.4 µM; Keap1 Kelch-Nrf2 peptide fluorescence polarization, 1536-well; in the data active means inhibition above about 12%;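 further: human Keap1 Kelch domain with fluorescein labeled Nrf2 9mer peptide probe; 0% = neutral control wells and 100% = peptide positive control; higher means more block of Keap1 binding to Nrf2 peptide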
# Target sequence (Q14145 whole entry, looked up, the tested form may be a part): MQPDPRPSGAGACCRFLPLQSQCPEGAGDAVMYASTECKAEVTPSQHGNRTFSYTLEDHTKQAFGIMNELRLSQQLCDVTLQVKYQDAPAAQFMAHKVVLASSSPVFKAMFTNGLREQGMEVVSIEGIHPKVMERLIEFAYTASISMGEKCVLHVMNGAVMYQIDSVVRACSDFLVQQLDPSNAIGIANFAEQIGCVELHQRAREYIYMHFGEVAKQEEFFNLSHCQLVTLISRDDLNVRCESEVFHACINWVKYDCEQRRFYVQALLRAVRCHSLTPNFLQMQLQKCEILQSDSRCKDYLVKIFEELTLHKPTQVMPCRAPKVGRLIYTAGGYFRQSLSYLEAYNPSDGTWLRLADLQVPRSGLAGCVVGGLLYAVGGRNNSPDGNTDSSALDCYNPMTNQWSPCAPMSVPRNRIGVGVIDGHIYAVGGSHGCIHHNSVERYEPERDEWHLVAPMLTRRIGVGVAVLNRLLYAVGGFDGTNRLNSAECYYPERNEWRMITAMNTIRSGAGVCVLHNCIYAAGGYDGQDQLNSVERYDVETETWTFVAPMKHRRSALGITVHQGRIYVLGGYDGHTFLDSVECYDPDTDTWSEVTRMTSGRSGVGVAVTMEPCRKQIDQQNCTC
# PKA-R2B activ = activators of human PKA-R2B complex. P22694+P31323. 340,000 compounds, 0.079% hits. activation, % at 11.4 µM. PKA-R2B holoenzyme dissociation, Cy5-IP20 fluorescence polarization; R2B truncated from residue 108, S112A mutant; 0% DMSO only, 100% 113 µM cGMP;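 active means activation above a cutoff set at the mean over all compounds plus 3 SD, cut at about 18% in these data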;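 further: higher means more holoenzyme dissociation and a rise in polarization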
# Target sequence (P31323 whole entry, looked up, other chains not shown, the tested form may be a part): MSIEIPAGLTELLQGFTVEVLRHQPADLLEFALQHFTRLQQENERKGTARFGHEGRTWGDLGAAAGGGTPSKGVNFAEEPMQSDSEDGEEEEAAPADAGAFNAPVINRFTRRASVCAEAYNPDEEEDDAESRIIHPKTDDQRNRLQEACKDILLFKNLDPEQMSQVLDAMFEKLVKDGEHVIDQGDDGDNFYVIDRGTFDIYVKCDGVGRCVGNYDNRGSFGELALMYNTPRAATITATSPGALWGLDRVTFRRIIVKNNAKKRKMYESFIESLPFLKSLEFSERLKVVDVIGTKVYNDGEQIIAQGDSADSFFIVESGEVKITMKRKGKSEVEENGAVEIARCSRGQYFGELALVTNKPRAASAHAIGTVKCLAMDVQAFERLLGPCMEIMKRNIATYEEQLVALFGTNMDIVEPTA
# * marks the source's active call; other numbers are inactive results; · = not tested or not shown.
# The line under a structure holds: SR-BI DiI-HDL act	SR-BI HDL uptake	Arr AP2 block	NSD2 inh	Cardiac RTF inh	PvdQ acylase	C-LANA FP	DAGLB inh	Keap1 Nrf2 FP	PKA-R2B activ
CC(C)(C)C(=O)Nc1cc(NC(=O)C(C)(C)C)cc(C(=O)Nc2cc(C(=O)O)cc(C(=O)O)c2)c1
    -5	5	10	8	-8	-6	0.5	4	0	8
O=C(O)c1ccc(N(c2ccccc2)c2ccccc2)cc1
    16	-16	-1	3	2	-12	0.8	9	4	3
Cc1noc(C)c1S(=O)(=O)N1CCC(C(=O)NCCC2=CCCCC2)CC1
    2	-2	2	-5	-12	0	-1.7	1	-1	3
CCN1C(=O)c2ccccc2S(=O)c2ccc(C(=O)NCc3ccc(OC)cc3)cc21 (centres undefined)
    7	-7	4	-2	-2	-11	0.7	3	1	-15
C=CCNc1ccc(C(=O)O)cc1
    0	0	-4	-3	-1	-6	0.1	-1	-2	4
O=C(NCc1ccc(C(F)(F)F)cc1)c1ccc2c(c1)S(=O)(=O)c1ccccc1C2=O
    13	-13	-5	·	2	6	0.6	-6	3	-7
COC(=O)c1c(C)oc2ccc(OC(=O)c3cccs3)cc12
    15	-15	·	-6	-23	-10	-1.7	-14	-3	-4
Cc1ccccc1NS(=O)(=O)c1cc2c3c(c1)CC(=O)N3CCC2
    -22	22	-12	-1	-1	-17	-0.8	-1	0	-1
CCC(=O)N(Cc1ccco1)c1nc(-c2cc(OC)ccc2OC)cs1
    -23	23	-3	-1	4	-6	0.1	-6	2	6
O=C1CCC(c2ccccc2)=NN1
    11	-11	7	-2	-6	-28	-0.6	0	-2	3
C#CC(C)(O)C1CC(CC(=O)O)C1(C)C (centres undefined)
    4	-4	1	0	-3	-18	-0.3	0	-3	-6
CC(Oc1ccccc1)C(=O)OCC(=O)NC(=O)NC1CCCCC1 (centres undefined)
    11	-11	52	0	-5	4	-0.1	-2	0	7
O=C1CN(C(=O)c2cc([N+](=O)[O-])ccc2Cl)C(c2ccc(F)cc2)c2cc(F)ccc2N1 (centres undefined)
    -6	6	3	0	2	-8	-2.7	1	-3	-6
CNC(=O)c1ccc(NC(=O)Cc2ccc(S(=O)(=O)N3CCOCC3)s2)cc1
    22	-22	-6	0	2	-14	0.8	2	4	2
CCCSc1nc(-n2ncc(C#N)c2N)c2c3c(sc2n1)CCC(C)C3 (centres undefined)
    -14	14	3	-2	4	-2	-0.1	-5	-2	-9
COc1cccc(C(=O)NN2CCOCC2)c1
    1	-1	17	-3	-2	15	0.5	0	-2	0
CC(C)(Oc1ccc(Cl)cc1)C(=O)NC1CCSC1=O (centres undefined)
    32	-32	5	-3	-2	6	-1.3	1	-6	-6
O=C(Nc1ccc(NC(=O)c2ccco2)nc1)c1cccnc1
    0	0	8	2	-6	-5	-0.6	1	-3	-11
CCOC(=O)c1cc2c(=O)n3ccccc3nc2n(CC(C)C)c1=NC(=O)c1ccco1
    -15	15	5	-4	-7	-14	-0.6	1	-7	-11
CCc1ccccc1NC(=O)N1CCc2ccccc21
    ·	·	-5	-5	3	-11	-0.7	-2	-1	-7
Cc1cc(C)c(S(=O)(=O)ON2C(=O)c3ccccc3C2=O)cc1C
    10	-10	4	8	-5	-6	-1.0	1	-12	-5
CCCCSc1nc2sc3c(c2c(=O)n1-c1ccccc1)CCN(C)C3
    11	-11	16	5	2	6	-3.3	0	-7	0
CCCCCC(=O)Nc1ccc(C(=O)COC(=O)c2ccccn2)cc1
    17	-17	41	3	-16	-8	0.2	5	1	3
C/C(Cc1ccccc1)=N\NC(=O)c1cccnc1
    18	-18	3	-2	-16	-7	1.4	1	2	7
CC(=O)c1cccc(NC(=O)N2CC(C)OC(C)C2)c1 (centres undefined)
    -5	5	-3	0	0	-12	0.2	0	-2	-5
COc1ccc(C(=O)NCC(=O)OCc2csc(-c3ccccc3)n2)cc1
    17	-17	0	-1	0	8	-0.2	1	-1	4
Cc1ccc(NC(=O)NNC(=O)COc2ccc(Cl)cc2)cc1
    14	-14	-4	-2	-7	4	-1.8	-4	-2	1
Cc1sc2ncn(CC(=O)NCC3COc4ccccc4O3)c(=O)c2c1S(=O)(=O)N1CCOCC1 (centres undefined)
    -15	15	-2	4	-5	-10	-0.4	-2	-2	6
CC(/C=C/c1ccc2c(c1)OCO2)=N\NC(=O)c1cccc([N+](=O)[O-])c1
    2	-2	33	8	-7	8	-0.2	0	1	-3
c1ccc2[nH]c(CSc3nccs3)nc2c1
    -1	1	5	-1	5	3	-0.6	2	-3	4
COCCNC(=O)C(=O)NNC(=O)COc1ccc(OC)cc1
    21	-21	4	-3	-6	-12	-2.3	0	-8	-8
COCCNC(=O)C1CC2Cn3c(nc4cc(C)c(C)cc43)C2N1C (centres undefined)
    8	-8	8	·	-20	13	-0.4	-1	-3	0
COc1cc2c3c(n(C)c(=O)c2cc1OC)-c1cc2c(cc1C3=O)OCO2
    -6	6	-6	·	-11	-7	1.2	-1	-1	-7
Cc1ccc(C)c(SCC(=O)Nc2oc(C)c3c(C)n[nH]c(=O)c23)c1
    -25	25	30	-1	-4	4	-1.0	2	0	-3
O=C(Nc1cccc([N+](=O)[O-])c1)Nc1cccc([N+](=O)[O-])c1
    -53	53	12	4	-17	-10	-1.0	0	-3	5
CC(=O)c1cccc(NC(=O)c2cc3ccccn3n2)c1
    -29	29	20	·	-1	0	0.2	-3	-4	4
CC(C)CCN(N=O)[C@@H](Cc1ccccc1)CN(N=O)[C@@H](Cc1ccccc1)CN(C)N=O
    22	-22	25	·	6	-1	-0.5	-5	5	-6
N#Cc1ccc(CSC2=NCCN2)cc1
    -17	17	7	-2	-6	11	-0.6	-1	-4	8
C=CCNC(=O)/C=C/c1ccc(C(C)C)cc1
    -1	1	6	-1	-6	6	0.3	-5	-1	2
O=C(OCC(=O)N1CCc2ccccc2C1)c1ccc(O)cc1
    3	-3	-3	0	-10	-8	-0.5	-1	-6	0
CCO[C@@H]1OC(C(=O)Nc2ccccc2)=C[C@H](c2ccc(C(F)(F)F)cc2)[C@H]1CCCO
    -26	26	-7	·	-3	-3	0.8	-5	-2	-12
O=C1C2C(C(=O)N1Cc1ccco1)C1C=CC2C12CC2 (centres undefined)
    3	-3	-5	0	-6	87*	-1.3	-3	-3	7
CNC(=O)Nc1cccc(-c2cc(-c3c(Cl)cccc3Cl)no2)c1
    -5	5	0	0	-7	-11	-0.3	-3	3	7
NC(=O)c1ncn([C@@H]2O[C@H](CO)[C@@H](O)[C@H]2O)n1
    -1	1	-2	·	5	-5	0.0	3	-1	-3
Cc1cccc(OCCNC(=O)c2ccc(Cl)c(S(=O)(=O)NCc3cccnc3)c2)c1
    1	-1	11	-2	-4	-21	-0.9	-2	-3	3

# Arranged by value in SR-BI DiI-HDL act (descending): 3 from the list above
compound,SR-BI DiI-HDL act,SR-BI HDL uptake,Arr AP2 block,NSD2 inh,PvdQ acylase,C-LANA FP,DAGLB inh,Keap1 Nrf2 FP,PKA-R2B activ
CCCCSc1nc2sc3c(c2c(=O)n1-c1ccccc1)CCN(C)C3,11,-11,16,5,6,-3.3,0,-7,0
C#CC(C)(O)C1CC(CC(=O)O)C1(C)C (centres undefined),4,-4,1,0,-18,-0.3,0,-3,-6
c1ccc2[nH]c(CSc3nccs3)nc2c1,-1,1,5,-1,3,-0.6,2,-3,4

# Continued.
# The line under a structure holds: SR-BI DiI-HDL act	SR-BI HDL uptake	Arr AP2 block	NSD2 inh	Cardiac RTF inh	PvdQ acylase	C-LANA FP	DAGLB inh	Keap1 Nrf2 FP	PKA-R2B activ
O=C(Oc1ccc2ccccc2c1)c1ccccc1
    20	-20	-5	-5	-2	-11	2.2	-10	-2	4
N#CCCN(C(=O)Cn1nc(C(=O)O)c2ccccc2c1=O)c1ccccc1
    ·	·	-7	-3	0	-7	-1.9	1	0	-3
COC(=O)CCC(C)N1CCC(Oc2ccc(C(=O)N3CCCC3)cc2)CC1 (centres undefined)
    8	-8	49	2	6	2	1.1	1	2	6
CN(C)c1cccc(NC(=O)c2ccco2)c1
    -8	8	23	2	-9	1	0.5	0	0	3
Cc1c(C(=O)Nc2ccc(Cl)cc2)c2ccccn2c1C(=O)c1ccc(F)cc1
    -51	51	-3	0	2	-7	-1.3	-1	4	1
COc1ccc(CCNC(=O)c2cc(-c3cc(C)ccc3O)n[nH]2)cc1OC
    -60	60	13	0	-8	-4	2.0	1	-2	-3
COc1ccc(/C=C2\SC(=S)N(CCCCCC(=O)Nc3cc(C)on3)C2=O)cc1OC
    -22	22	-4	-4	2	1	-4.5	-1	2	5
O=C(NN1CCOCC1)c1ccc(Cl)c([N+](=O)[O-])c1
    7	-7	-7	·	-9	10	-0.8	0	5	-12
COc1ccc(C2(CNC(=O)c3cccc([N+](=O)[O-])c3)CCOCC2)cc1
    7	-7	12	16	-32	2	-1.1	0	-4	-13
O=C(NCc1ccccn1)C(=O)NCc1ccccn1
    11	-11	2	3	-15	-11	0.0	-2	-2	6
COC(=O)c1ccccc1SC1CC(=O)N(c2cccc(C)c2)C1=O (centres undefined)
    28	-28	13	-1	-8	-16	1.6	-1	-1	-2
O=C(NNS(=O)(=O)c1ccc(Br)cc1)c1csnn1
    15	-15	9	-3	2	2	0.5	-4	-2	4
COc1cc2ccccc2cc1C(=O)Nc1cc(C)ccn1
    -64	64	47	-5	3	3	0.0	-4	-1	-5
CN(CCNC(=O)CN1C(=O)CSc2ccc(S(=O)(=O)N3CCCC3)cc21)Cc1ccccc1
    -2	2	5	-1	-1	-8	-0.4	0	4	-7
O=C(CCN1C(=O)/C(=C/c2ccc(F)cc2)SC1=S)NC1C=CS(=O)(=O)C1 (centres undefined)
    -26	26	14	·	-12	-11	0.3	-1	-5	-9
Oc1ccccc1-c1cc(C(F)(F)C(F)F)nc(-c2ccccc2)n1
    -16	16	12	-4	0	3	-1.0	-4	6	0
CC(=O)NCC(=O)OCC(=O)N1c2ccccc2Sc2ccccc21
    10	-10	-12	-2	-3	-8	1.6	2	-6	-2
C#CCSc1nnnn1-c1ccc(OCC)cc1
    28	-28	-1	3	-6	-15	-2.8	-4	-1	5
Fc1ccccc1CSc1nncn1NC/C=C/c1ccccc1
    11	-11	18	0	-5	1	0.2	-4	6	-1
CC1(C)CC(=O)N(c2ccc(Cl)cc2Cl)C(=O)C1
    7	-7	-7	6	-8	-10	-1.2	-2	-4	-8
Cc1ccc(Cl)c(OCC(=O)Nc2ccc3c(c2)OCCO3)c1
    -11	11	4	0	-3	-13	-1.0	-13	-2	5
